Pemphigus Ab inh = inhibitors of pemphigus antibody binding to DSG3, primary screen, biochemical, bead-based, flow cytometry, scFv-GFP; DSG3-coupled beads, scFv-anti-DSG3-GFP binding; stronger effect = lower value; AID 588358, 2011; binding (percent of control), % at 10 µM; 0.48% of 310,000 active; Desmoglein-3 (Homo sapiens), P32926;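 active means binding more than 3 SD below its plate's average and above zero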;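 further: hits lower antibody fragment binding to DSG3; some compounds called inactive have numbers as strong as hits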
Target sequence (P32926 whole entry, looked up, the tested form may be a part): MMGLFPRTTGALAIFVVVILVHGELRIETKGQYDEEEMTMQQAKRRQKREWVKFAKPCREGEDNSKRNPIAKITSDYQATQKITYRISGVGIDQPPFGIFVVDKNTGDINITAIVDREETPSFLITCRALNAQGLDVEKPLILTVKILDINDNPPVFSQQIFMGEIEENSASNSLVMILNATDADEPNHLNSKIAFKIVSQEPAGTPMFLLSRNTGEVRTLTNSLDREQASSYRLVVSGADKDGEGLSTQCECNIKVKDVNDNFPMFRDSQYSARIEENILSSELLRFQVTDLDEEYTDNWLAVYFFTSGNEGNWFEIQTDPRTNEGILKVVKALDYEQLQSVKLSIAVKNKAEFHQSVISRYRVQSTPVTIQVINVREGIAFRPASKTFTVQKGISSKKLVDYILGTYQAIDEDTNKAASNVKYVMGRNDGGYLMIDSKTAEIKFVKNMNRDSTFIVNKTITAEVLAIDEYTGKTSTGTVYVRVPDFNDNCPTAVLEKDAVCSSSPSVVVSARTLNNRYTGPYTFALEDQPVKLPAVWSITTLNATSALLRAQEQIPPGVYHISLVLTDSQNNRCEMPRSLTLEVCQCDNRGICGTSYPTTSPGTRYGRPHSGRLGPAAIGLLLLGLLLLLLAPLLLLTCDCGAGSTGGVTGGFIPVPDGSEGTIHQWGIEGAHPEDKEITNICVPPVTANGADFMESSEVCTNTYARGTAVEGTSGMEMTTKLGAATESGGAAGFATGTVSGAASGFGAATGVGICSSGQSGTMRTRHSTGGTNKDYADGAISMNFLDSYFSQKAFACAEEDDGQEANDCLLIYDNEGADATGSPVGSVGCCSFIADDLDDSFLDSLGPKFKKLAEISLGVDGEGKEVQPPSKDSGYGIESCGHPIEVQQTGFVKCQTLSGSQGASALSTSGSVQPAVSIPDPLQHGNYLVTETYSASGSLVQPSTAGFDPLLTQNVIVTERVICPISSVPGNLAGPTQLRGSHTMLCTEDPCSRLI
OPRM1-OPRD1 inv = inverse agonists of MOR-DOR heterodimerization, primary screen, cell-based, luminescence. cell-based MOR-DOR heterodimer luminescence, inverse agonism. AID 504357, 2011. inhibition, % at 9.3 µM. 0.21% of 340,000 active. Mu-type opioid receptor (Homo sapiens) + Delta-type opioid receptor (Homo sapiens), …; in the data active means inhibition above about 22%, passing the limit was not always enough;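 further: 0% = cells with DMSO and 100% = wells without cells with DMSO; values of inactives mirror those of a sister screen read the other way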
PfHsp90 yeast 2 = growth inhibition of PfHsp90-expressing yeast, primary screen, antimalarial PfHsp90 inhibitor project, S. cerevisiae, BacTiter-Glo luminescence, single point, set 2; BacTiter-Glo ATP, 48 h; yeast lacking PDR1 and PDR3 efflux regulators; inhibition, % at 9.4 µM; 0.32% of 310,000 active;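 active means every replicate shows inhibition above about 80%, whatever the replicate mean, limit read from the data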;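 further: 0% = DMSO neutral controls and 100% = 20 µM radicicol positive controls; yeast relying on Plasmodium falciparum Hsp90 in place of its own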
PKA-R1A activ = activators of PKA-R1A holoenzyme, primary screen, biochemical, fluorescence polarization, Cy5-IP20, bovine R1A, mouse PKAc. cAMP-dependent protein kinase type I-alpha regulatory subunit (Bos taurus) + …. PKA-R1A dissociation; scaled: DMSO 0%, 113 µM cGMP 100%. activation, % at 11.4 µM. 0.083% of 340,000 active;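 active means percent activation above the mean of all tested compounds plus 3 SD, cut at about 19% in these data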;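 further: higher means more PKAc released from R1A so a rise in polarization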
E coli growth = E. coli V3065 growth inhibition, primary screen, counter-screen for AddAB inhibitor project, absorbance, OD600 | 0.27% of 330,000 active | 18 h | inhibition, % at 11.9 µM;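 active means inhibition above the campaign's mean inhibition across all tested compounds plus 3 SD, cut at about 9.9% in these data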;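 further: uninfected addAB+ strain grown without phage in ampicillin broth; 0% = DMSO wells and 100% = ciprofloxacin 0.95 µg/ml wells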
Tat transport = E. coli Tat export inhibitors, primary screen, MC4100, TorA-mCherry reporter, fluorescence, single point; 0.036% of 340,000 active; inhibition, % at 10 µM;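 active means mean replicate inhibition at least 50% and at least half of replicates individually reaching 50%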;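 further: exported cargo escapes ClpAP degradation while cytoplasmic cargo is degraded and loses fluorescence; 0% = median of neutral control wells and 100% = median of NaSCN control wells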
phage Ecoli inh = growth loss of phage-infected E. coli, primary screen, RecBCD inhibitor project, absorbance, with phage, HTS; inhibition, % at 11.9 µM; 0.26% of 360,000 active; AID 651602, 2012; in the data active means inhibition above about 11%
Arrestin-AP2 inh = inhibitors of beta-arrestin/AP2 binding, primary screen, biochemical, GPCR trafficking, flow cytometry. FITC-arrestin peptide / GST-AP2 beads; AP2 beta2 appendage carries R879A mutation. inhibition, % at 10 µM. 0.31% of 340,000 active;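 active means inhibition above a set limit, near 3 SD of compounds lacking own fluorescence, cut at about 54% in these data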;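 further: plate controls were DMSO wells for no effect and 5 µM unlabelled arrestin peptide for full effect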
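Test system: GST-tagged AP2 beta2-adaptin appendage (R879A) on 4 µm glutathione beads; also added: fluorescein-tagged arrestin peptide at 50 nM final; timing: 12 min plus 1 h, RT; signal: flow cytometry, FL1 (488/535 nm); read-out: percent drop in bead-associated FITC signal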
OPRM1-OPRD1 ag = agonists of OPRM1-OPRD1 heterodimerization, primary screen, cell-based, luminescence. Mu-type opioid receptor (Homo sapiens) + Delta-type opioid receptor (Homo sapiens), …. cells. activation, % at 9.3 µM. 0.3% of 340,000 active; in the data active means activation above about 18%;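 further: 0% = vehicle-treated cells and 100% = reference agonist; values of inactives mirror those of a sister screen read the other way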
SUMO Mot1 rescue = yeast Mot1-301 growth rescue at high temperature, primary screen, SUMOylation pathway inhibitor project, S. cerevisiae, ATP luminescence, 38.5C. 1% of 320,000 active. growth rescue, % at 18.8 µM. S. cerevisiae Mot1-301 growth rescue; percent above DMSO median, 100 means doubled. AID 2716, 2010;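 active means every valid replicate shows activation above 250% relative to neutral control wells; inactive means the rest, any valid replicate at or below 250%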;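 further: OY570 slx delta 5 strain wells were the positive control but not used for scaling; some compounds called inactive have numbers as strong as hits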
AddAB inh = growth inhibition of E. coli expressing H. pylori AddAB, primary screen, AddAB inhibitor project, absorbance; inhibition, % at 11.9 µM; 0.29% of 330,000 active; AID 435030, 2010; in the data active means inhibition above about 12%;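 further: 0% = vehicle wells of infected cells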
* marks the source's active call; other numbers are inactive results; / = not tested or not shown.

Below each compound – Pemphigus Ab inh	OPRM1-OPRD1 inv	PfHsp90 yeast 2	PKA-R1A activ	E coli growth	Tat transport	phage Ecoli inh	Arrestin-AP2 inh	OPRM1-OPRD1 ag	SUMO Mot1 rescue	AddAB inh
CCCC(=O)Nc1cc(Cl)ccc1C
    93	-3	5	-8	-0.1	-8	2.0	2	0.5	345	0.2
Cc1cccc(C(=O)NCc2nnc(SCC(=O)Nc3nnc(C)s3)n2C)c1
    111	12	-19	-3	1.7	2	2.5	13	-2.2	-12	4.2
COc1ccc(OC)c(NC(=O)c2oc3c(c2C)C(O)CC(C)(C)C3)c1 (stereo not drawn)
    108	-7	-49	-11	2.4	0	1.3	4	1.6	6	-0.3
CCOC(=O)C(=O)Nc1ccccc1C(=O)OCC
    102	3	-13	-9	-1.7	-12	1.8	38	-0.6	115	-0.2
COCCOC(=O)c1cc(C(=O)c2cc(Cl)ccc2O)coc1=N
    101	16	1	0	1.3	11	2.1	25	-2.8	-12	3.1
CCOc1ccc(NC(=O)CCN2C(=O)C3CCCCC3C2=O)cc1OCC (stereo not drawn)
    96	22	2	-9	0.8	-8	2.0	-3	-4.1	5	0.9
O=C(O)CNC(=O)C12CC3CC(CC(Cl)(C3)C1)C2
    98	3	-14	10	-0.7	3	2.9	39	-0.6	-7	2.4
COc1ccc(/C=C(/NC(=O)c2cccs2)C(=O)NC(C)(C)C)cc1OC
    101	9	5	-3	-1.4	-3	0.1	5	-1.7	13	0.4
O=C(Nc1ccc(F)cc1)C1CCCN(S(=O)(=O)c2ccc(-n3cnnn3)cc2)C1 (stereo not drawn)
    114	-4	-12	6	0.2	5	-1.1	-4	0.4	8	2.0
Nc1ccc(O)cc1C(=O)OCC(=O)c1ccc(C2CCCCC2)cc1
    100	-43	-30	7	-3.1	1	-0.9	18	7.1	12	4.0
CC1=C(C(=O)NCc2ccccc2)C(c2ccc(C)o2)n2ncnc2N1 (stereo not drawn)
    88	-6	/	2	-1.1	4	1.9	1	1.1	-8	1.6
O=S(=O)(NC1=NCCC1)c1cccc(NS(=O)(=O)c2ccc(OC(F)(F)F)cc2)c1
    84	13	23	-13	1.4	4	4.1	28	-2.5	10	0.9
CCc1nnc(NC(=O)c2sc3nc4c(cc3c2N)CCCCCC4)s1
    102	-91	-3	0	0.9	-1	2.5	4	15	21	-2.0
CCN(CC)c1ccc(NC(=O)c2ccco2)cc1
    /	11	-4	-23	0.2	-2	2.8	-2	-1.9	-2	2.9
Cc1cccc(C)c1Nc1nnc(SCC(=O)c2ccc(Br)s2)s1
    125	-12	-10	-7	0.3	8	0.6	46	2.1	-23	3.0

Below each compound – Pemphigus Ab inh	OPRM1-OPRD1 inv	PfHsp90 yeast 2	PKA-R1A activ	E coli growth	Tat transport	phage Ecoli inh	Arrestin-AP2 inh	OPRM1-OPRD1 ag	SUMO Mot1 rescue	AddAB inh
CCC1(C)Cc2c(sc3nc(NN)n(C)c(=O)c23)CO1 (stereo not drawn)
    95	19	-39	1	0.4	4	1.5	4	-3.5	126	-1.6
Cc1ccc(/C=N/Nc2ccc3ccccc3n2)o1
    104	-2	0	-10	1.8	-12	1.4	24	0.3	/	0.3
O=C(Nc1nc(-c2ccccn2)cs1)c1ccc(F)c(S(=O)(=O)N2CCOCC2)c1
    103	7	-14	-10	-7.0	5	-1.1	-14	-1.8	-10	-3.1
O=C(Nc1ccc(F)cc1)c1ccc(CSc2ccc(Cl)cc2)o1
    96	-15	3	-14	-1.1	3	1.3	34	2.9	-13	0.1
O=C(COC(=O)c1ccc[n+]([O-])c1)Nc1ccccc1OC(F)F
    94	6	4	4	0.5	10	3.2	-6	-1.1	2	1.3
C=CCc1ccccc1OCC(=O)OCCNC(=O)c1cccnc1
    88	7	14	5	0.4	-6	1.7	-6	-1.1	-10	0.7
COc1ccc(Nc2ncnc3c2cnn3-c2cccc(C)c2)cc1OC
    34*	0	15	0	/	-5	2.4	7	0.0	/	/
Cc1ccccc1OCc1nnc(SCc2cc(=O)[nH]c3ccccc23)n1-c1ccccc1
    81	5	5	-11	0.9	-3	5.9	15	-1.0	-2	-2.1
CC(=O)N1c2ccc(S(=O)(=O)N3CCCC(C(=O)Nc4cc(C)cc(C)c4)C3)cc2CC1C (stereo not drawn)
    100	2	6	-1	-3.2	12	2.7	4	-0.4	-10	-2.3
CCCn1c(SCC(=O)NCC2CCCO2)nc2c1c(=O)n(C)c(=O)n2C (stereo not drawn)
    100	18	-2	-14	2.2	-3	2.8	8	-4.1	-9	1.4
NC(=O)C1CCN(c2nc(C3CC3)nc3c2nnn3Cc2ccccc2Cl)CC1
    98	-1	/	-8	-1.6	-2	1.3	10	0.2	5	-0.8
CC1CN(C(=O)c2scc3c2OCCO3)CC(C)O1 (stereo not drawn)
    100	8	-3	3	-3.0	-2	-3.8	11	-1.5	219	0.8
CCNC(=O)CC1C(=O)N(c2cccc(C)c2)C(=O)N1CCC(C)C (stereo not drawn)
    103	10	-4	6	-0.8	-6	1.8	-5	-2.0	3	1.1
O=C(Cc1ccc(Cl)cc1)Nc1ccncc1
    92	-10	-16	-4	-0.1	2	2.2	-2	2.0	55	-0.5
CC(=O)Nc1ccc(Nc2cc(C)nc3c(-c4ccccc4)cnn23)cc1
    79	12	20	7	-1.2	11	1.8	9	-2.2	3	-3.2

Below each compound – Pemphigus Ab inh	OPRM1-OPRD1 inv	PfHsp90 yeast 2	PKA-R1A activ	E coli growth	Tat transport	phage Ecoli inh	Arrestin-AP2 inh	OPRM1-OPRD1 ag	SUMO Mot1 rescue	AddAB inh
COC(=O)C(Cc1ccccc1)NC(=O)CNC(=O)c1ccc(Br)o1 (stereo not drawn)
    104	7	3	-1	0.2	-9	-1.0	-8	-1.7	-13	1.2
C=CCn1c(SCc2nc3ccccc3c(=O)[nH]2)nc2scc(C3CC3)c2c1=O
    97	-14	-81	-13	-0.9	6	-5.8	3	2.6	-3	-0.8
COCc1cc(CN2CCN(C)CC2)c(O)c2ncccc12
    98	6	10	-6	1.9	-2	0.3	10	-1.3	-8	0.0
Cc1ccccc1-c1ncc(CN2CCC(CO)(CCCc3ccccc3)CC2)cn1
    100	-31	-6	0	3.6	-4	4.4	33	6.1	-40	1.9
Nc1nc2ccccc2n1C(=O)c1ccccc1
    91	-4	10	3	-2.8	-1	1.7	7	0.7	10	-3.5
COCCNC(=O)Cn1nc(-c2ccccc2C)ccc1=O
    94	17	7	-10	-0.2	-7	1.2	40	-3.6	-1	1.3
Cc1cccc(-n2nc3c(c2NC(=O)C(C)C)CSC3)c1
    100	15	-16	-7	-0.2	-11	1.8	1	-2.9	51	2.4
COc1ccc(C(CNC(=O)C(C)(C)Oc2ccc(Cl)cc2)N2CCOCC2)cc1 (stereo not drawn)
    96	10	37	-5	/	4	-1.7	3	-2.1	/	/
CCOC(=O)C1=C(CCc2ccccc2)NC(=O)NC1c1cccc([N+](=O)[O-])c1 (stereo not drawn)
    107	-18	-25	-5	-2.5	9	0.6	10	3.2	-3	0.4
CCN1CC2=C(OC(N)=C(C#N)C2c2cccs2)/C(=C/c2cccs2)C1 (stereo not drawn)
    /	-8	/	1	-4.3	0	0.8	17	1.4	11	1.8
O=C(O)CCNC(=O)/C(=C\C=C\c1ccccc1)NC(=O)c1ccccc1
    86	-1	8	6	0.9	0	2.4	29	0.2	/	-0.2
CCOCC(=O)Nc1ncc(S(=O)(=O)c2ccc([N+](=O)[O-])cc2)s1
    102	-28	-5	-7	-0.5	-4	3.1	47	5.6	4	4.7
Cc1ccc(-c2csc3ncnc(-n4cnc5ccccc54)c23)cc1
    111	-1	8	2	1.8	-3	2.0	-3	0.2	-8	1.9
O=C(Nc1ccc(N2CCOCC2)cc1)c1ccc(Cl)c(S(=O)(=O)N2CCCC2)c1
    94	6	/	-2	-1.1	1	1.8	2	-1.6	-2	1.3
O=c1[nH]c2ccccc2nc1N1CCOCC1
    103	0	4	-6	-0.7	-4	0.0	-3	0.1	-8	1.7

Below each compound – Pemphigus Ab inh	OPRM1-OPRD1 inv	PfHsp90 yeast 2	PKA-R1A activ	E coli growth	Tat transport	phage Ecoli inh	Arrestin-AP2 inh	OPRM1-OPRD1 ag	SUMO Mot1 rescue	AddAB inh
CC(C)(C)C(=O)NC(=S)Nc1sc2c(c1C#N)CCCCC2
    103	-6	-42	-8	-2.3	10	2.8	-2	1.0	15	-2.8
COc1ccc(S(=O)(=O)NCC(c2ccc(F)cc2)N2CCN(C)CC2)cc1 (stereo not drawn)
    17	-6	10	-8	-2.0	-1	4.8	-21	0.9	-4	1.1
CC(C)COc1ccc(C(=O)NNC(=O)c2ccc(=O)[nH]c2)cc1
    103	13	-2	-4	0.2	9	-2.0	18	-3.5	55	-1.0
COc1cccc2c(=O)c3c(cnn3C)n(C)c12
    98	7	-12	13	-0.9	7	2.3	26	-1.2	32	4.5
O=C(c1cc2sccc2n1Cc1ccccc1)N1CCc2ccccc21
    98	-7	-32	-2	1.6	3	2.0	4	1.3	1	2.2
Cc1ccc(C2(c3noc(CN(C)CCO)n3)CCCC2)cc1
    109	-2	/	-1	0.4	-2	1.2	0	0.3	1	-1.5
COc1ccc(S(=O)(=O)N2CCC(C(=O)N(C)Cc3ccc(C)o3)CC2)cc1OC
    101	3	38	-8	-1.1	8	1.4	17	-0.8	2	-0.3
Cc1cc(C)n2nc(SCC(=O)N(C)Cc3ccccc3)nc2n1
    102	-3	38	-3	0.0	-1	-0.6	9	0.5	9	0.9
COC(=O)c1ccc(NC(=O)C23CC4CC(C2)CC(n2cncn2)(C4)C3)cc1
    95	17	14	5	-1.8	-1	1.8	26	-2.7	-7	-0.7
O=C(OCC(=O)N1CCN(c2ccccc2)CC1)c1ccncc1
    98	11	/	0	1.2	-5	2.0	11	-2.7	263	-0.8
COc1ccc(CCn2c(N3CCN(Cc4ccccc4)CC3)nc3c2c(=O)[nH]c(=O)n3C)cc1
    103	17	14	2	-0.7	5	1.6	0	-2.9	-16	0.8
Cc1ccccc1NC(=S)NCc1ccccc1
    114	-2	11	0	0.1	6	1.0	4	0.4	4	1.9
Cc1cc(C)c2c(c1)/C(=N\N=c1\sc3ccccc3n1C)C(=O)N2
    88	11	-18	-10	-1.6	-4	1.1	-4	-2.0	242	0.3
C/C(=N\Nc1nncc2ccccc12)c1ccc(O)cc1
    108	-9	-2	-11	0.3	-4	1.6	1	1.7	-13	1.0

Screening data (PubChem)

Outcome played no part in choosing rows; 2.8% or so of the library scored in one or more.
